Source: PubChem BioAssay (National Center for Advancing Translational Sciences (NCATS))
Tau fibril FP = inhibitors of human tau fibril formation. AID 1468. P10636. Potency, µM (titrated, usually from 57.7 µM), inactives show at the highest dose activity, negative = inhibition, usual class: inhibitors. K18 P301L tau heparin fibrillization, Alexa594 FP, 6 h. 0.39% of 280,000 active; note: % is set by controls: 0 for no effect and ±100 for the full control effect; nearly all actives have a fitted effect of over 55% in size
Target sequence (P10636 561-689 P618L limits assumed): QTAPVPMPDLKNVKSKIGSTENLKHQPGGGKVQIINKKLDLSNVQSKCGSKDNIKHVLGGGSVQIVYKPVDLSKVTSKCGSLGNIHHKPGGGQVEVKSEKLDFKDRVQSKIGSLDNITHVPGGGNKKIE
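Quantitative HTS format: compounds meet 15 uM recombinant K18 P301L tau and Alexa 594-tau tracer in 100 mM sodium acetate pH 7; 20 uM heparin triggers fibrillization at 37 C over 6 hr; FP gives the signal.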
GAA inhib = inhibitors of human lysosomal alpha-glucosidase. 0.005% of 200,000 active. purified human GAA, 4-MU-alpha-glucoside fluorescence. Potency, µM (titrated, usually from 76.9 µM), for inactives: at the top dose activity change, negative = inhibition, most hits filed as inhibitors;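 note: plate controls were uninhibited enzyme wells for no effect and no-enzyme background for full effect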
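Activity normalized between no-enzyme (basal) and enzyme-only wells. Conditions: 4 nM human enzyme, 400 uM fluorogenic substrate, citrate/phosphate pH 5.0 with Tween-20, 20 min room temperature, compounds up to 77 uM.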
HTT ATP protect = protects HTT-Q103 PC12 cells, measured by ATP; PC12 HTT-Q103 induced, cytoprotection, ATP luminescence, 40 h; Potency, µM (highest dose often 56.4 µM), inactives show cytoprotection (ATP increase), hits mostly activators; 0.14% of 230,000 active;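 note: % of control where 0% means no effect; nearly all actives have a fitted effect of over 45% in size; toxic huntingtin expression switched on by the ecdysone agonist tebufenozide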
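Stable PC12 Q103-GFP cells in serum-supplemented, phenol red-free DMEM; induction by tebufenozide at 100 nM final; compound dose series; cell viability quantified luminescently from ATP.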
GLA spleen mod = inhibits or activates alpha-galactosidase in human spleen homogenate | P06280 | human spleen homogenate, 4MU-alpha-Gal fluorescence, 40 min | Potency, µM (series often up to 80 µM), for inactives: at the highest dose activity change, negative = inhibition, most hits filed as inhibitors | 0.008% of 240,000 active | AID 2107;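 note: 0% = enzyme with vehicle and -100% = no enzyme basal signal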
Target sequence (P06280 32-429 limits assumed): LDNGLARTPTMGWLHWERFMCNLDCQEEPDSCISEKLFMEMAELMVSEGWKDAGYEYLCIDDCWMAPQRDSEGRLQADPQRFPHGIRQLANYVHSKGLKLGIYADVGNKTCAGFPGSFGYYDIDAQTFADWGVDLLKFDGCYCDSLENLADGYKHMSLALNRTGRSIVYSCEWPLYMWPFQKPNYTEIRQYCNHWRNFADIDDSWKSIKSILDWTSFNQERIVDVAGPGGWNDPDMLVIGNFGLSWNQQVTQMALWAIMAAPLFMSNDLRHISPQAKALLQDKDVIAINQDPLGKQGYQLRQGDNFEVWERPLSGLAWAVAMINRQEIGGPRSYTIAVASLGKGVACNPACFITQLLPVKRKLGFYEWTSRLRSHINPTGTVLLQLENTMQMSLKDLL
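Human spleen homogenate (1 ug) as enzyme source, 4-methylumbelliferyl-alpha-D-galactopyranoside 1 mM final, citrate/phosphate pH 5.0 with 0.01% Tween-20. Compounds 40 min at 37C, NaOH/glycine stop; fluorescence Ex 365/Em 440, Hill-fit AC50.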
Tau ThT inhib = blocks human tau fibril formation measured by thioflavin T | Potency, µM (top dose mostly 57.4 µM), inactives show at the top dose activity, negative = inhibition, hits mostly inhibitors | 2.1% of 270,000 active | recombinant tau K18 P301L, heparin-induced fibrillization, ThT fluorescence | AID 1460; note: % is set by controls: 0 for no effect and ±100 for the full control effect; nearly all actives have a fitted effect of over 55% in size
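ThT emission at 510 nm, taken 1 hr after adding 30 uM dye, quantifies aggregates formed when 20 uM heparin acts on human tau K18 P301L for 6 hr at 37 C.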
GAA glycogen = GAA glycogen-cleavage inhibition or activation; P10253; recombinant GAA, glycogen substrate, Amplex Red glucose oxidase fluorescence; Potency, µM (top dose mostly 76.4 µM), inactives show top-dose activity change, negative = inhibition, most hits filed as inhibitors; 0.38% of 300,000 active;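 note: 0% = full enzyme reaction and -100% = no-enzyme basal signal; the screen sought inhibitors and activators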
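Natural-substrate format: glycogen cleavage by 4 nM human enzyme, glucose read by Amplex Red coupling (Ex 573, Em 610 nm). Normalized to enzyme and no-enzyme controls.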
Tau fluor cs = counter-screen for tau fibril formation inhibitors; 0.93% of 280,000 active; tau K18 P301L Alexa594 fluorescence, heparin fibrillization; Potency, µM (doses to about 57.7 µM), for the others: at the top dose activity change, negative = decrease; note: % is set by controls: 0 for no effect and ±100 for the full control effect; nearly all actives have a fitted effect of over 55% in size
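Human tau K18 P301L (15 uM unlabeled, 0.24 uM Alexa 594-labeled) in 100 mM sodium acetate pH 7 with 20 uM heparin, 6 hr at 37 C. ThT 30 uM added, 1 hr ambient; Alexa 594 FP and total fluorescence read at 555/632 nm.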
GAA spleen mod = inhibitors or activators of human alpha-glucosidase in spleen homogenate. P10253. AID 2112. Potency, µM (series often up to 79.9 µM), for the others: at the top dose activity change, negative = inhibition, usual class: inhibitors. 0.006% of 240,000 active. human spleen homogenate, 4-MU-alpha-glucoside fluorescence;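 note: 0% = enzyme with vehicle and -100% = no enzyme basal signal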
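Human spleen homogenate (1 ug) with 4-methylumbelliferyl-alpha-D-glucopyranoside (1 mM final) in 50 mM citrate/phosphate pH 5.0, 0.01% Tween-20; 40 min at 37 C. Stopped at pH 10; 4-MU fluorescence Ex 365/Em 440 nm; AC50 by Hill fit.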
* marks the source's active call; other numbers are inactive results; ? = inconclusive; . = no result given; & = joins results of further samples; [ ] = remark or other dose. Calls come from the whole dose curve; as a rule, active = well fitted curve in the direction sought with a large enough effect; inconclusive = small, poorly fitted or top-dose-only effect, or another doubt; inactive = no such curve, though single readings can be large; an effect the other way counts as inactive or inconclusive. Potency is the fitted concentration of half-maximal effect.

SMILES	Tau fibril FP	GAA inhib	HTT ATP protect	GLA spleen mod	Tau ThT inhib	GAA glycogen	Tau fluor cs	GAA spleen mod
CCC(=O)N(Cc1cc2cc(OC)ccc2[nH]c1=O)c1cc(C)ccc1C	6%	-5%	-3%[10 µM]	?	-4%	-2%	-2%	-6%
Cc1cccc(NC(=O)CN(C)S(=O)(=O)c2cccc3cccnc23)c1C	-3%	.	7%[10 µM]	4%	.	3%	?	7%
CC(C)(C)c1ccc(-c2nc3n(c(=O)c2C#N)CCS3)cc1	-5%	-5%	-5%	-3%	-14%	-7%	-18%	2%
COC(=O)C1=C(C)N(c2ccc(C)cc2)/C(=C/c2ccc(O)cc2)C1=O	1%	11%	7%[10 µM]	-3%	-9%	8%	2%	-2%
Cc1nc2cc(NC(=O)COc3ccccc3C#N)ccc2n1-c1ccccc1	13%	-13%	11%	-13%	-21%	3%	-14%	-10%
Cc1cccc(N2C(=O)CCC2=O)c1	0%	-8%	-11%[10 µM]	-1%	-2%	0%	-1%	-10%
CCC(C)NC(=O)C1CCN(C(=O)c2cc3sccc3n2Cc2ccc(Cl)cc2)CC1 (configuration not stated)	-10%	.	.	.	-17%	17%[76.3 µM]	-12%	.
COc1ccc(CNC(=O)C2CCN(S(=O)(=O)c3ccc(C)cc3)CC2)cc1	-1%	.	.	.	-12%	13%[76.3 µM]	-21%	.
O=C(O)/C=C/C(=O)Nc1ccc2nccnc2c1	-6%	-17%	-20%	4%	?	-2%	-8%	5%
CC1CC(C)CN(S(=O)(=O)c2ccc(C(=O)N(c3ccccn3)C3CCCCC3)cc2)C1 (configuration not stated)	-17%	-1%	-3%	1%	-7%	-3%	-13%	4%
CC(C)CC(C(=O)OCC(=O)c1c(N)n(C)c(=O)n(C)c1=O)N1C(=O)C2CC=CCC2C1=O (configuration not stated)	-11%	-9%	24%	-16%	-5%	-7%	-11%	-14%
CCNC(=S)Nn1cnc2ccccc21	4%	.	17%[10 µM]	2%	.	-7%	5%	0%
COc1cc(NC(=O)CSCC(=O)Nc2cc(OC)cc(OC)c2)cc(OC)c1	-7%	.	7%[10 µM]	9%	-12%	-1%	-11%	2%
CN(C)c1ccc(Nc2nc3ccccc3n3nnnc23)cc1	13%	.	.	.	7.9µM*	-22%[76.3 µM]	11µM*[quencher]	.
CCN(C1CCCCC1)S(=O)(=O)c1cn(C)c(=O)n(C)c1=O	4%	-1%	4%	1%	-7%	-3%	0%	-10%

Five compounds picked at random from the list so far:
SMILES	Tau fibril FP	GAA inhib	HTT ATP protect	GLA spleen mod	Tau ThT inhib	GAA glycogen	Tau fluor cs	GAA spleen mod
COC(=O)C1=C(C)N(c2ccc(C)cc2)/C(=C/c2ccc(O)cc2)C1=O	1%	11%	7%[10 µM]	-3%	-9%	8%	2%	-2%
Cc1cccc(NC(=O)CN(C)S(=O)(=O)c2cccc3cccnc23)c1C	-3%	.	7%[10 µM]	4%	.	3%	?	7%
CC1CC(C)CN(S(=O)(=O)c2ccc(C(=O)N(c3ccccn3)C3CCCCC3)cc2)C1 (configuration not stated)	-17%	-1%	-3%	1%	-7%	-3%	-13%	4%
CCN(C1CCCCC1)S(=O)(=O)c1cn(C)c(=O)n(C)c1=O	4%	-1%	4%	1%	-7%	-3%	0%	-10%
Cc1nc2cc(NC(=O)COc3ccccc3C#N)ccc2n1-c1ccccc1	13%	-13%	11%	-13%	-21%	3%	-14%	-10%

Later entries:
SMILES	Tau fibril FP	GAA inhib	HTT ATP protect	GLA spleen mod	Tau ThT inhib	GAA glycogen	Tau fluor cs	GAA spleen mod
Cc1c(N2C(=O)C(C)SC23C(=O)Nc2ccccc23)c(=O)n(-c2ccccc2)n1C (configuration not stated)	3%	-1%	2%	19%	3%	-3%	2%	2%
CC(=O)Oc1c(C)c(=O)n(C)c2ccccc12	2%	2%	-1%[10 µM]	-8%	-4%	12%	9%	5%
COC(=O)c1ccc(Oc2cc(C)nc(Cl)n2)cc1	1%	14%	6%[10 µM]	-5%	-1%	7%	-1%	2%
CCCC(=O)OCC(=O)Nc1ccc(OC(F)F)cc1	10%	-10%	35%[10 µM]	-5%	-16%	2%	-15%	-4%
CC(=O)N1N=C(c2ccccc2O)OC1(C)CC(=O)Nc1ccccc1 (configuration not stated)	-2%	7%	13%[10 µM]	2%	5%	4%	-5%	4%
COc1ccc(NC(=O)c2ccc(S(=O)(=O)N(C)c3ccccc3)cc2)cn1	-22%	.	1%[10 µM]	0%	.	-7%	-24%	-9%
CCOc1ccc(C(=O)NCC(c2cccs2)N(C)C)cc1OCC (configuration not stated)	-3%	1%	32%[10 µM]	-1%	-3%	15%	0%	-7%
Cc1nn(CC(=O)NCCCN2CCOCC2)c(C)c1[N+](=O)[O-]	2%	5%	14%[10 µM]	-4%	-15%	-5%	-14%	-12%
COc1cccc(NC(=O)Cn2c(=O)oc3cc(S(=O)(=O)N4CCCCC4)ccc32)c1	-12%	.	.	.	-13%	?	?	.
CCOC(=O)c1c(C)n(C)c2cc(Br)c(C)cc12	-4%	-18%	-27%	-19%	-16%	-7%	-19%	0%
O=C1C[C@H](c2ccccc2)[C@@H](c2ccc(Br)cc2)O1	7%[11.6 µM]	.	-8%[10 µM]	8%[17.5 µM]	-1%[11.5 µM]	.	-1%[11.6 µM]	-2%[17.4 µM]
COc1cc(NC(=O)c2nc3ccccc3n(C)c2=O)cc(OC)c1OC	-1%	.	.	.	?	13%[76.3 µM]	-11%	.
COc1cccc(-c2nnc(SCc3nc4ccccc4s3)n2C)c1	0%	1%	16%	-4%	?	-22%	-9%	-6%
CCc1cccc2c(C(=O)COC(=O)/C=C/c3ccccc3OC)c[nH]c12	?	2%	9%[10 µM]	0%	-11%	6%	?	-3%
COc1ccc2c(CNCCc3ccco3)c(C(=O)O)n(Cc3ccc(F)cc3)c2c1	2%	.	.	.	-6%	13%[76.3 µM]	-12%	.
Cc1ccc(NC(=O)C(=O)NCc2ccco2)c(C)c1	-5%	-5%	-9%[10 µM]	-3%	-7%	10%	-7%	-8%
O=C(CNCc1ccccc1Cl)Nc1ccc2c(c1)OCCO2	-5%	-1%[15.4 µM]	5%[10 µM]	-10%	-14%	11%	-17%	-5%
Cn1nc(C(=O)Nc2ccc(S(=O)(=O)N3CCCCC3)cc2)ccc1=O	-3%	-5%	-7%	2%	-6%	3%	-6%	0%
COc1cccc(C2C=C(Nc3ccccc3)C(=O)N2c2ccccc2)c1 (configuration not stated)	5%	4%	-24%[10 µM]	2%	3%	-1%	2%	3%
CC(C)C(=O)NCCc1nc2ccccc2n1CCc1ccccc1	-4%	?	-25%	5%	-2%	-2%	-1%	5%
S=C(Nc1ccc(Cl)cc1)N1CCCCC1	-8%	0%	7%[0.074 µM]	4%	4%	-2%	-3%	4%
COc1ccc(-c2[nH]nc3c2C2(C(=O)N(CC(=O)O)c4ccccc42)C(C#N)=C(N)O3)cc1OC (configuration not stated)	-4%	-3%	.	-2%	-17%	-1%	-8%	-3%
CC(=O)NC1=NN(C(C)=O)C(c2ccc(C)cc2)S1 (configuration not stated)	6%	0%	12%[10 µM]	-3%	-6%	12%	-9%	2%
O=C(CC1CCCCC1)NCc1ccccn1	3%	-2%	1%	3%	-1%	-26%	7%	3%
Cc1cccc(N(C(=O)c2csnn2)C(C(=O)NC(C)(C)C)c2cccs2)c1 (configuration not stated)	-8%	-25%	-1%	-5%	4%	-4%	-6%	-6%
CC(C)Cn1cc(C(=O)N2CCOCC2)c2c3ccccc3n(C)c2c1=O	-6%	-3%	-16%	27%	-8%	-2%	-18%	2%
COc1ccc(CN2CCCCCC2)c(C)c1C	5%	0%	-3%[10 µM]	-3%	-2%	2%	8%	0%
C=CC(=O)c1ccc2ccccc2c1	?	.	-56%[inhibitor]	6%&-5%	?	.	0%&-5%	2%&5%
Cc1cccc(C2NS(=O)(=O)N=C2N)c1 (configuration not stated)	-2%	2%	15%[10 µM]	-1%	-10%	-9%	-6%	5%
COCCNC(=O)CSc1cn(CC(=O)N2CCCCCC2)c2ccccc12	-10%	.	.	.	-12%	-4%[76.3 µM]	-5%	.
CC(C)(C)NC(=O)Cn1c(SCC(=O)N2CCCCCC2)nc2ccccc21	10%	7%	18%[10 µM]	-3%	0%	5%	-5%	-2%
CCC(=O)Nc1nc2ccccc2n1Cc1ccccc1C	-6%	4%	-23%	10%	15%	19%	16%	0%
CCN(CC)C(=O)C1CCCN(c2ccc([N+](=O)[O-])cc2[N+](=O)[O-])C1 (configuration not stated)	9%	?	15%[10 µM]	-7%	-14%	-7%	3%	-19%
O=C(C1=C[C@H](c2csc3ccccc23)C[C@H](OCCCCO)O1)N1CCN(Cc2ccc3c(c2)OCO3)CC1	?	.	-13%[10 µM]	13%	?	-8%	-14%	1%
Cc1nc2ccccc2c2c(N)c3ccccc3n12	?	-9%	-21%	0%	10µM*	?	-23%	3%
CC(C)(C)CC(=O)NCCCCCCNC(=O)CC(C)(C)C	-6%	-18%	.	-1%	-7%	-2%	-3%	0%
CCCCNC(=O)CSc1nc2nc(C)c(Cc3ccccc3C)c(C)n2n1	-4%	.	.	.	-11%	-1%[76.3 µM]	-14%	.
O=[N+]([O-])c1cn(Cc2ccc(Cl)cc2)cn1	4%	-2%	-11%	1%	-2%	-9%	0%	5%
COc1ccccc1C(CC(=O)N1CCCC1)c1ccc2c(c1)OCO2 (configuration not stated)	7%	?	-19%	-8%	1%	8%	3%	.
COc1ccc(S(=O)(=O)c2c(C)c(NS(=O)(=O)c3ccccc3)cc(C)c2O)cc1	?	-2%	12%	-1%	-13%&0%	?	?	-4%
Cc1cc2nc3c(=O)[nH]c(=O)nc-3n(CC(O)C(O)C(O)COP(=O)(O)O)c2cc1C (configuration not stated)	?	.	11%	-2%	?	.	-6%	-3%
O=C(Nc1ccc(-n2ccc(C(F)(F)F)n2)cc1)Nc1cccc(Cl)c1	3.5µM*	0%	-47%[inhibitor][10 µM]	4%	13%	-2%	?	1%
Cc1cccc(NC(=O)C2CCCN(S(=O)(=O)c3c(C)n[nH]c3C)C2)c1 (configuration not stated)	-4%	.	.	.	-3%	-6%[76.3 µM]	-11%	.
